Screens as filed in PubChem.
P. falciparum M17LAP = P. falciparum M17LAP inhibitors, primary screen, biochemical, fluorogenic H-Leu-NHMec substrate, 1536-well (AID 1619) | 220,000 compounds, 0.38% hits | inhibition, % at 30 µM; hits with a dose series show IC50 in µM | recombinant M17LAP, H-Leu-NHMec fluorogenic kinetic assay; higher % means a stronger effect;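 active means compound inhibiting the enzyme by more than half at any dose during confirmatory dose-response retesting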;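 further: plate controls were full reaction with DMSO carrier for no effect and no enzyme background for full effect; strong numbers were not always called active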
Yfh1-off respiration = enhancers of respiration in Yfh1-depleted yeast, dose response, Friedreich's ataxia, plus single-dose screen (AID 1465) | 220,000 compounds, 0.074% hits | fold induction at 50 µM; hits with a dose series show EC50 in µM | S. cerevisiae Yfh1-off respiration, WST-1 reduction, 72 h; higher fold induction means a stronger effect;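 active means fold induction of absorbance versus untreated yeast above a set limit, then at least 30% activation at any dose in follow-up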;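 further: activators that raise dye reduction in frataxin-depleted yeast; strong numbers were not always called active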
bCat nuc transl = alters nuclear translocation of beta-catenin in HeLa cells; immunofluorescence imaging; nuclear translocation activity, % at 5 µM; 190,000 compounds, 0.3% hits; AID 1665;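 active means nuclear translocation activity above 50% at 5 µM, with a well cell count of 50 or more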;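 further: per-cell ratio of nuclear to cytoplasmic median beta-catenin stain intensity; plate controls were DMSO negative control for no effect and GSK-3 inhibitor IX positive control for full effect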
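Technique: fluorescence imaging of beta-catenin antibody stain plus DAPI / Material: human HeLa cell line / Incubation: compound treatment 24 h, 37°C, 5% CO2 / Read-out basis: % activation of per-cell nuclear versus cytoplasmic median beta-catenin signal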
Autophagy mod = alters autophagy in cells; MEF GFP-LC3 puncta imaging; test concentration mostly 10 µM; calls only at 10 µM (by protocol); 190,000 compounds, 0.98% hits; AID 463193;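 active means percentage of spot-positive cells more than 3 SD above its plate mean, without a fluorescence outlier flag or 80% toxicity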;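 further: spot-positive cell cutoff set from DMSO-treated cells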
NOD2 inhibition = NOD2 signaling inhibitors, cell-based, luminescence, uHTS, HEK293 (AID 1566); one-dose inhibition, % at 4 µM; EC50 in µM for titrated hits; 290,000 compounds, 0.63% hits; HEK293 NOD2/NF-kB luciferase reporter, luminescence; higher % means a stronger effect; in the data active means inhibition above about 50%; further: many of its hits are not listed in these tables
NOD1 inhibition = NOD1 signaling inhibitors, primary screen, cell-based, luminescence, uHTS (AID 1578); NOD1-driven NF-kB luciferase reporter cells, luminescence; higher % means a stronger effect; one-dose inhibition, % at 4 µM; EC50 in µM for titrated hits; 290,000 compounds, 1% hits; in the data active means inhibition mostly above about 36%, no sharp cut-off; inactive means mostly below about 34%;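 further: HEK-293T reporter cells stimulated with the NOD1 agonist gamma-tri-DAP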
Dynein cargo inh = blocks dynein driven cargo transport along microtubules; 3617.4 mouse cells, GR-EGFP nuclear translocation imaging; test concentration mostly 20 µM; stimulated with dexamethasone, 1 µM; hits give low values; z-score, hits read low; 220,000 compounds, 0.47% hits; AID 1381;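 active means plate z-score of nuclear minus cytoplasmic receptor signal below a set negative limit, without overly bright fluorescence or cell loss, cut at about -3.5 in these data, passing the limit was not always enough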;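 further: z-score of nuclear minus cytoplasmic ring GR-EGFP intensity difference per well; some compounds called inactive have numbers as strong as hits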
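Buffer or medium: tet-free medium with charcoal-stripped serum / Also added: dexamethasone agonist, 1.0 µM final, for 30 min / Timing: induction 48 h, compound 1 h, agonist 30 min / Measured by: high-content fluorescence imaging after fixation / Read-out: nuclear-to-cytoplasmic GR-EGFP distribution per well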
Insulin prom up = MIN6 insulin promoter up-regulation; 190,000 compounds, 0.3% hits; z-score at 5 µM; MIN6 insulin promoter-GFP reporter, high-content imaging; hits give high values;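 active means z-score above 3 at 5 µM with at least 500 cells counted in the well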
MT stabilizer = stabilizes microtubules in HeLa cells; 200,000 compounds, 0.83% hits; HeLa tubulin immunostaining HCS, 24 h; share of cells brighter than vehicle mean+2SD; % tubulin-high responders, % at 10 µM;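 active means plate Z-score above 3 for both tubulin-high and condensed-nucleus cell shares, with cell loss under 80%, at 10 µM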;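 further: anti alpha tubulin signal scored within the nucleus-defined area of each cell; some results filed as inactive read as strong as hits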
Dynein cargo inh cytoplasmic EGFP = second read-out of Dynein cargo inh, no call of its own (marks repeat the call); z-score; measured here: cytoplasmic GR-EGFP intensity; hits give high values
Dynein cargo inh nuclear GR-EGFP = also measured in Dynein cargo inh; calls as there; z-score; measured here: nuclear GR-EGFP intensity;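 lower value marks the stronger effect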
Dynein cargo inh cell count = second read-out of Dynein cargo inh, no call of its own (marks repeat the call); z-score; measured here: cell count per field
Insulin prom up cell count = further read-out of Insulin prom up, marked with its call; cell count; measured here: cytotoxicity, nuclei count;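 total cells summed across four imaged fields per well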
bCat nuc transl cell count 5 µM = second read-out of bCat nuc transl, no call of its own (marks repeat the call); cell count; measured here: cell count, cytotoxicity flag
MT stabilizer Hoechst-high % = recorded beside MT stabilizer, whose call it bears; % Hoechst-high responders; measured here: nuclear condensation Hoechst responders;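 share of cells brighter than vehicle mean plus two SD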
MT stabilizer cytotoxicity % = further read-out of MT stabilizer, marked with its call; toxicity, %; measured here: cytotoxicity by cell density;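 0% = mean cell density of plate MIN control wells and 100% = no cells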
Autophagy mod cell loss 18 h = recorded beside Autophagy mod, whose call it bears; toxicity, %; measured here: cell loss, nuclei count;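 cell loss after 18 h compound exposure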
* = called active by the depositor; i = inactive; · = no result given. An excerpt. The share of hits here may be higher or lower than overall.

structure,Autophagy mod cell loss 18 h,Yfh1-off respiration,Insulin prom up,NOD2 inhibition,Insulin prom up cell count,MT stabilizer,MT stabilizer Hoechst-high %,Autophagy mod,Dynein cargo inh cytoplasmic EGFP,P. falciparum M17LAP,MT stabilizer cytotoxicity %,Dynein cargo inh,NOD1 inhibition,bCat nuc transl cell count 5 µM,Dynein cargo inh nuclear GR-EGFP,Dynein cargo inh cell count,bCat nuc transl
COC(=O)C(=O)/C=C(\O)c1ccc(C)cc1,-5,·,1.3,-4%,1600,0.8,1.4,i,-0.19,2%,9.4,-0.82,-16%,1473,-0.59,1.9,1.3
COCc1cc(C)nc(OCC(=O)N/N=C/c2ccc(O)cc2O)c1C#N,8,i,-0.31,2%,1187,2.7,3.4,i,-0.21,40%,10,0.9,-19%,1118,0.087,-0.3,0.6
Cc1cnc(NC(=O)CSc2nnc(C)s2)s1,-2,i,0.53,6%,886,2.6,1.7,i,-0.15,-3%,6.3,-0.22,-14%,·,0.066,1.4,·
O=[N+]([O-])c1ccc2nc(-c3ccc(OC(F)F)cc3)cn2c1,-15,i,-0.1,-92%,1243,2.3,2.0,i,-0.15,4%,2.4,-0.088,-7%,1152,0.016,0.49,-0.6
Fc1ccc(C2CCCN2Cc2nc(Cc3ccccc3F)no2)cc1 (stereo not given),-12,i,·,·,·,1.8,2.4,i,-0.16,-5%,6.5,0.024,·,1566,-0.093,-0.46,-0.4
COc1ccc(NC(=O)N2CCN(S(C)(=O)=O)CC2)c(OC)c1,6,i,0.25,12%,1389,3.5,2.7,i,-0.31,-4%,25,1.6,-14%,1495,0.98,-0.33,0.2
COc1ccc(NC(=O)CN(Cc2ccccc2)S(C)(=O)=O)cc1,-9,i,-0.11,10%,837,2.6,1.4,i,-0.3,3%,9.0,0.45,-7%,·,0.41,-0.51,·
COc1ccc(C2C(C(=O)Nc3ccc(F)cc3)=C(C)Nc3nc(CCCO)nn32)cc1 (stereo not given),-21,i,0.23,2%,958,2.3,3.7,i,0.045,-3%,6.1,-1.1,10%,1177,-0.49,0.55,0.0
COC(=O)c1ccc(NC(=S)NC2CC(C)(C)NC(C)(C)C2)cc1,9,i,·,7%,·,3.4,3.0,i,-0.24,9%,8.8,-0.53,-10%,922,-0.51,0.051,-1.4
C=CCn1c(COc2ccc(Cl)cc2)nnc1SCC(=O)Nc1ccc(S(N)(=O)=O)cc1,17,i,0.2,-6%,1194,2.8,1.7,i,-0.19,6%,7.9,0.084,24%,448,0.67,0.25,0.6
C=CCn1c(-c2cc(OC)cc(OC)c2)n[nH]c1=S,·,i,0.63,6%,1124,1.3,1.3,·,-0.19,7%,7.8,-0.84,-15%,·,-0.13,0.46,·
CCC(C)N1CCCC1C(=O)Nc1c(C)cc(C)cc1C (stereo not given),-2,i,-0.26,14%,1236,3.0,2.6,i,1.9,-1%,7.5,5,-17%,1214,9.7,-4.1,-0.8
COc1ccc(-n2c(SCc3ccc([N+](=O)[O-])cc3)nnc2-c2ccc(C)cc2)cc1,17,i,·,-23%,·,5.2,1.8,i,-0.28,9%,9.9,0.6,30%,967,0.19,0.26,-1.6
N#CC1=C(N)OC2=C(C(=O)CC(c3ccccc3)C2)C1c1ccoc1 (stereo not given),-9,i,0.63,1%,1197,4.7,3.0,i,-0.17,10%,1.5,-0.83,-25%,537,0.15,0.83,1.4
NC1=NC[C@H](Cc2ccc(O)cc2)N1CCc1cc(C(F)(F)F)cc(C(F)(F)F)c1,·,i,-0.15,-21%,973,·,·,·,-0.77,0%,·,-0.68,4%,1387,-0.26,0.83,0.5
Cc1ccc(C(=O)c2sc(Nc3ccccc3)c(C#N)c2N)cc1,-9,i,-0.76,12%,1314,2.6,2.6,i,-0.17,-5%,0.7,-0.76,-1%,·,0.13,0.65,·
CC(=O)Nc1ccc(S(=O)(=O)NCc2ccc3[nH]c(C)cc3c2)cc1,3,i,·,-9%,·,5.9,2.4,i,-0.014,3%,2.0,0.66,-11%,1129,0.61,-0.46,0.0
Cc1ccc(NC(=O)COC(=O)C2CC(=O)N(Cc3ccccc3)C2)cc1F (stereo not given),-11,i,0.5,11%,1278,3.9,1.5,i,-0.31,-5%,7.3,-0.2,-6%,1059,-0.13,0.64,-3.9
COc1ccc(-c2csc(N3C(=O)C4C5c6ccccc6C(c6ccccc65)C4C3=O)n2)cc1 (stereo not given),-1,i,0.99,-5%,1440,2.1,1.1,i,-0.22,-4%,13,0.63,-6%,1114,0.81,-0.82,-0.9
COc1ccc(CNCCC(c2ccccc2)c2ccc3c(c2)OCO3)cc1 (stereo not given),-26,·,·,-9%,·,2.6,2.6,i,-0.23,1%,7.8,-0.45,-13%,·,0.13,0.81,·
Clc1ccc(Cc2nc(-c3cccnc3)no2)cc1,8,i,·,11%,·,1.1,1.5,i,-0.21,-2%,9.3,0.17,-1%,·,-0.47,0.22,·
COC(=O)c1cc2occc2n1Cc1nc(-c2ccccc2F)oc1C,·,i,-2.2,6%,1140,·,·,·,-0.19,2%,·,0.29,3%,1292,0.34,-0.31,0.6
CC12CCC(C(=O)NNc3ccccc3)(OC1=O)C2(C)C (stereo not given),-16,i,-0.23,-38%,1357,2.4,4.0,i,-0.28,-4%,9.5,0.16,-22%,1493,0.38,0.27,0.2
Cc1cc(C)cc(NC(=S)NCCc2ccc(S(N)(=O)=O)cc2)c1,6,i,·,4%,·,4.2,3.4,i,-0.1,-1%,3.4,0.43,-19%,953,0.18,-0.69,-0.9
COc1ccc(NC(=O)CSc2nc3ccccc3c(=O)n2CCNC(C)=O)c(OC)c1,-11,i,0.28,-6%,1443,4.2,3.1,i,-0.31,-1%,11,-1.1,-25%,1439,-0.45,0.32,-1.6
CCOC(=O)c1c(C)[nH]c(N=Nc2ccc(OC)cc2)c1C,·,i,-0.74,-133%,949,·,·,·,-0.7,-14%,·,0.79,-12%,1302,0.64,-1.1,-0.5
CCOc1ncccc1C(=O)OCC(=O)Nc1cc(S(=O)(=O)N2CCOCC2)ccc1Cl,2,i,0.1,7%,1506,5.8,2.1,i,-0.28,-2%,7.3,-0.43,-19%,1098,-0.39,0.57,-2.8
CCCCCCOC(=O)CCc1c(C)nc(N)[nH]c1=O,28,i,·,24%,·,1.2,1.5,i,0.07,0%,2.8,0.36,3%,1005,0.37,-0.41,0.7
Cc1noc(C)c1NC(=O)NCCN1CCN(Cc2ccccc2)CC1,·,i,-0.53,12%,1366,·,·,·,-0.27,4%,·,0.57,-8%,1303,-0.016,0.52,0.5
Cc1cc(C(=O)COC(=O)Cc2n[nH]c(=O)c3ccccc23)c(C)n1-c1ccc2c(c1)OCCO2,9,i,0.57,17%,1146,3.5,1.2,i,-0.25,13%,0.5,0.27,12%,1053,0.25,-0.1,-3.4

As entered above:
NOD2 inhibition, COc1ccc(-c2csc(N3C(=O)C4C5c6ccccc6C(c6ccccc65)C4C3=O)n2)cc1 (stereo not given) : -5%
NOD2 inhibition, COc1ccc(CNCCC(c2ccccc2)c2ccc3c(c2)OCO3)cc1 (stereo not given) : -9%

Next part
structure,Autophagy mod cell loss 18 h,Yfh1-off respiration,Insulin prom up,NOD2 inhibition,Insulin prom up cell count,MT stabilizer,MT stabilizer Hoechst-high %,Autophagy mod,Dynein cargo inh cytoplasmic EGFP,P. falciparum M17LAP,MT stabilizer cytotoxicity %,Dynein cargo inh,NOD1 inhibition,bCat nuc transl cell count 5 µM,Dynein cargo inh nuclear GR-EGFP,Dynein cargo inh cell count,bCat nuc transl
COc1ccc(N2CCN(C(=O)c3ccc(C)c(Cl)c3)CC2)cc1,0,i,0.34,15%,1187,4.6,2.6,i,-0.14,-3%,6.8,0.35,-21%,1184,0.69,-0.31,-2.4
O=S(=O)(c1ccccc1)N(CC1CO1)c1ccccc1 (stereo not given),3,i,-0.05,12%,1522,·,·,i,-0.18,-16%,·,2.5,-17%,1519,1.6,-1.5,0.9
COc1ccccc1NC(=O)Cn1nc(-c2ccncc2)nc1SCC(=O)NC1CCCC1,12,i,1.5,-32%,1149,11*,12*,i,-0.28,-4%,17*,-0.87,3%,1070,-0.4,1,-0.9
Cc1cccc(NC(=S)NCC23C=CC(O2)C2C(=O)N(c4ccc(Cl)cc4)C(=O)C23)c1 (stereo not given),-9,i,-0.54,-13%,1228,3.4,3.2,i,-0.25,-11%,4.7,-0.67,-32%,·,-0.81,0.37,·
O=[N+]([O-])c1ccc(N2CCCCC2)c(Cl)c1N1CCCCC1,2,i,-0.38,9%,1476,1.0,2.3,i,-0.21,5%,3.7,-0.17,13%,1433,-0.48,-0.36,-1.0
Cc1ccc(CSCC(=O)N2CCN(c3ccc(F)cc3)CC2)cc1,-6,i,0.08,-4%,1640,3.0,1.9,i,-0.22,10%,7.8,-0.047,-12%,1321,-0.88,-0.24,0.5
Cc1ccc(CCNC(=O)C2CC(c3ccccc3[N+](=O)[O-])=NO2)cc1 (stereo not given),5,i,0.84,15%,1394,1.2,1.2,i,-0.21,9%,9.4,0.079,14%,1417,-0.12,0.32,0.5
CCOC(=O)c1c(-c2ccccc2)n(C)c2ccc(O)cc12,3,i,·,-2%,·,1.5,1.4,i,-0.25,-1%,9.3,1.2,-14%,·,0.55,-0.61,·
